Bioassay records deposited in PubChem BioAssay by several laboratories.
Salmonella PhoP GFP: PhoP-dependent GFP reporter repression – Salmonella Typhimurium, primary screen (AID 1863); S. Typhimurium PhoP-regulated promoter GFP reporter, 4 h; higher % means a stronger effect; one-dose inhibition, % at 50 µM; IC50 in µM for titrated hits; actives 0.16% (n = 300,000);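 active = inhibition over 29.93%, a cutoff 3 SD above the screen mean, later confirmed by dose response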;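 note: 0% = low Mg2+ inducing control and 100% = high Mg2+ repressing control; strong numbers were not always called active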
CSM14.1 death rescue: protection against thapsigargin-triggered cell killing – 384-well, CSM14.1, ATP luminescence, primary screen (AID 1222); CSM14.1 thapsigargin-induced death rescue, ATP luminescence; higher % means a stronger effect; 190,000 tested, under 10 active; one-dose cellular ATP content (survival), % at 20 µM; EC50 in µM for titrated hits;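 active = EC50 below 50 µM in the dose-response confirmation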;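 note: death triggered by thapsigargin at about 15 µM added after 2 h compound pretreatment; cell ATP read after overnight thapsigargin exposure of roughly 18 to 22 hours; normalized against plate controls of thapsigargin alone and 5% DMSO vehicle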
Dynein cargo inh: dynein cargo transport inhibition; 3617.4 mouse cells, GR-EGFP nuclear translocation imaging; test concentration mostly 20 µM; stimulated with dexamethasone, 1 µM; stronger effect = lower value; actives 0.47% (n = 220,000); AID 1381; z-score, hits read low;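 active = plate z-score of nuclear minus cytoplasmic receptor signal below a set negative limit, without overly bright fluorescence or cell loss, cut at about -3.5 in these data, passing the limit was not always enough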;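 note: z-score of nuclear minus cytoplasmic ring GR-EGFP intensity difference per well; some compounds called inactive have numbers as strong as hits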
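Medium: Induction medium lacking tetracycline, stripped serum | Probe or stimulus: 1.0 µM final dexamethasone stimulus | Schedule: 48 h induction, then 1 h compound, then 30 min agonist, 37 °C | Signal: Automated 10x imaging of fixed Hoechst-stained cells | Evaluation: Per-cell GR-EGFP intensity, nucleus versus surrounding cytoplasmic ring, well-averaged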
Autophagy HCS: autophagy modulation, high-content screen. MEF GFP-LC3 puncta imaging; test concentration mostly 10 µM. calls only at 10 µM (by protocol). actives 0.98% (n = 190,000);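 active = percentage of spot-positive cells more than 3 SD above its plate mean, without a fluorescence outlier flag or 80% toxicity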;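 note: spot-positive cell cutoff set from DMSO-treated cells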
b-catenin transl: beta-catenin nuclear translocation modulation; actives 0.3% (n = 190,000); HeLa beta-catenin nuclear translocation, immunofluorescence imaging; nuclear translocation activity, % at 5 µM;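 active = nuclear translocation activity above 50% at 5 µM, with a well cell count of 50 or more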;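 note: per-cell ratio of nuclear to cytoplasmic median beta-catenin stain intensity; plate controls were DMSO negative control for no effect and GSK-3 inhibitor IX positive control for full effect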
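Test system: human HeLa cells, endogenous beta-catenin. Times: 24 h compound exposure, 37°C. Measured by: beta-catenin immunofluorescence imaging with DAPI.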
T cell modulator: T cell immune modulators affecting CD8 T cell-vesicle binding; 2C CD8+ T cell-vesicle binding, flow cytometry; stronger effect = lower value; calls only at 7 µM; actives 0.068% (n = 330,000);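 active = response, share of CD8 T cells binding vesicles, and their 90th percentile fluorescence all below set limits, cut at about 80% in these data, passing the limit was not always enough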
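Incubation: binding step 1.5 h, 37 °C, antibody labelling 20 min, ice; system: murine 2C transgenic CD8+ T lymphocytes; technique: cytometric PE anti-B7-1 and Alexa647 anti-CD8 signals after 1% paraformaldehyde fixation; also added: QL9-charged Drosophila Ld/ICAM-1/B7-1 vesicles; control set: naked versus QL9-loaded vesicles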
Lipid droplet: hepatic lipid droplet formation modulation | AML12 mouse hepatocytes, oleate lipid droplets, BODIPY imaging | inhibition, % at 6.5 µM | actives 0.4% (n = 240,000) | AID 1656;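 active = lipid droplet intensity inhibited by at least 50%, with more than 500 cells counted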
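Assay system: AML12 mouse liver cells | Compound: 6.5 µM single-point dosing | Schedule: Overnight exposure | Technique: Fluorescence imaging, 20x objective, two fields per well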
MT stabilizer: microtubule stabilizers in HeLa cells; HeLa tubulin immunostaining HCS, 24 h; share of cells brighter than vehicle mean+2SD; % tubulin-high responders, % at 10 µM; actives 0.83% (n = 200,000); AID 2205;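 active = plate Z-score above 3 for both tubulin-high and condensed-nucleus cell shares, with cell loss under 80%, at 10 µM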;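 note: anti alpha tubulin signal scored within the nucleus-defined area of each cell; some results filed as inactive read as strong as hits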
Ins promoter up: MIN6 insulin promoter up-regulation. MIN6 insulin promoter-GFP reporter, high-content imaging; stronger effect = higher value. z-score at 5 µM. actives 0.3% (n = 190,000). AID 1625;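 active = z-score above 3 at 5 µM with at least 500 cells counted in the well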
Dynein cargo inh cytoplasmic EGFP: recorded beside Dynein cargo inh, whose call it bears; z-score; measured here: cytoplasmic GR-EGFP intensity; stronger effect = higher value
Dynein cargo inh nuclear GR-EGFP: second read-out of Dynein cargo inh, no call of its own (marks repeat the call); z-score; measured here: nuclear GR-EGFP intensity;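 lower value marks the stronger effect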
Dynein cargo inh cell count: further read-out of Dynein cargo inh, marked with its call; z-score; measured here: cell count per field
Ins promoter up cell count: recorded beside Ins promoter up, whose call it bears; cell count; measured here: cytotoxicity, nuclei count;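 total cells summed across four imaged fields per well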
Lipid droplet cells 6.5 µM: further read-out of Lipid droplet, marked with its call; cell count; measured here: cell count, cytotoxicity flag;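 cells counted across two imaged fields per well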
b-catenin transl cell count 5 µM: further read-out of b-catenin transl, marked with its call; cell count; measured here: cell count, cytotoxicity flag
T cell modulator vesicle-bound %: recorded beside T cell modulator, whose call it bears; double positive events, %; measured here: CD8+ vesicle-bound cell fraction;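 binding gate set so that unloaded-vesicle control wells show 10% double positive cells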
MT stabilizer Hoechst-high %: second read-out of MT stabilizer, no call of its own (marks repeat the call); % Hoechst-high responders; measured here: nuclear condensation Hoechst responders;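 share of cells brighter than vehicle mean plus two SD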
MT stabilizer cytotoxicity %: also measured in MT stabilizer; calls as there; toxicity, %; measured here: cytotoxicity by cell density;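 0% = mean cell density of plate MIN control wells and 100% = no cells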
Autophagy HCS cell loss 18 h: also measured in Autophagy HCS; calls as there; toxicity, %; measured here: cell loss, nuclei count;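 cell loss after 18 h compound exposure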
The depositor's hits bear a star; i = inactive; / = not tested or not shown. An unsorted share of the library; 3% or so of the library scored in one or more.

SMILES	Salmonella PhoP GFP	CSM14.1 death rescue	Dynein cargo inh	Dynein cargo inh cytoplasmic EGFP	Dynein cargo inh nuclear GR-EGFP	Dynein cargo inh cell count	Autophagy HCS	Autophagy HCS cell loss 18 h	b-catenin transl	b-catenin transl cell count 5 µM	T cell modulator	T cell modulator vesicle-bound %	Lipid droplet	Lipid droplet cells 6.5 µM	MT stabilizer	MT stabilizer Hoechst-high %	MT stabilizer cytotoxicity %	Ins promoter up	Ins promoter up cell count
O=S(=O)(c1ccc(Oc2ccc(S(=O)(=O)N(CCO)CCO)cc2)cc1)N(CCO)CCO	-6%	-0.8%	1	-0.15	0.14	-0.44	i	2	-1.3	1116	i	38	2	745	3.4	3.0	6.0	0.25	1238
O=C(NCc1ccco1)C1c2ccccc2Oc2ccccc21	2%	-0.7%	-0.36	-0.42	0.21	-0.19	i	8	-2.7	819	i	40	/	/	3.0	1.6	14	0.88	1278
CCCn1ncc(/C=N/O)c1C	1%	/	2.1	-0.22	1.8	-1.6	/	/	0.8	1294	i	22	10	734	/	/	/	-0.78	1039
OC(CNCC#Cc1ccccc1)c1ccccc1 (stereo unspecified)	3%	-0.2%	0.47	-0.036	0.51	-0.72	i	13	-1.3	1105	i	48	0	652	3.7	1.4	4.6	-0.32	1491
O=C(Cn1c(=O)sc2ccccc21)NCc1ccco1	7%	0.4%	-1.5	-0.48	-0.69	0.76	i	3	-4.8	994	i	44	/	/	2.1	2.8	7.2	0.44	1357
CN1N=C(c2ccc(F)c(F)c2)CSC1=NCc1ccccc1	5%	1.1%	-0.56	-0.24	-0.35	0.51	i	-2	-1.4	1118	i	52	30	689	2.3	2.0	3.1	0.21	1333
Cc1ccccc1OCCNC(=S)Nc1ccccc1	10%	0.0%	-0.14	-0.22	0.55	-0.26	i	10	-2.7	1365	i	14	/	/	2.9	1.1	0.5	1.6	1626
CCOC(=O)/C(C#N)=C/c1cccc([N+](=O)[O-])c1	9%	/	0.013	-0.18	0.18	-0.15	/	/	-2.8	1152	i	6	18	742	/	/	/	-0.06	1356
CCO[C@H]1OC(C(=O)N2CCOCC2)=C[C@@H](c2coc3ccccc3c2=O)[C@@H]1CCCO	-5%	2.3%	0.38	-0.071	0.5	-1.5	i	10	-1.3	1104	i	19	4	693	2.3	1.3	3.3	-0.18	1428
Cn1nnnc1SCC(=O)Nc1nc2ccccc2s1	-5%	-0.6%	-0.21	-0.17	0.034	0.76	i	-3	-1.1	1016	i	29	5	691	4.0	1.6	8.2	-0.69	1389
Cc1ccc(C(=O)NNC(=S)Nc2cccc(Cl)c2Cl)cc1[N+](=O)[O-]	-6%	2.8%	-0.41	0.18	-0.29	0.55	i	-6	11	913	i	8	11	689	0.9	1.6	9.1	/	/
O=C(NCc1ccco1)C(c1ccccc1)N(Cc1ccccc1)C(=O)Cn1nnc2ccccc21 (stereo unspecified)	5%	-1.5%	-0.38	-0.26	-0.39	1.3	i	-1	-2.5	1283	i	41	3	741	2.7	2.3	6.1	0.26	1235
COc1ccc([N+](=O)[O-])cc1NC(=O)CCN1CCN(CCO)CC1	-3%	-1.5%	1.4	-0.16	0.81	-1.9	i	5	1.7	563	i	30	6	659	1.5	2.4	3.5	-0.07	1349
CCN(CC)S(=O)(=O)c1ccc(N2CCOCC2)c(NC(=O)c2cnccn2)c1	-2%	-3.9%	-0.84	-0.29	-0.79	0.65	i	-2	-1.9	513	i	46	0	635	3.2	2.0	7.6	-0.04	1338
O=C(COC(=O)c1ccc(O)cc1)Nc1cccc(S(=O)(=O)NC2=NCCCCC2)c1	-14%	/	-0.19	-0.27	-0.2	0.72	/	/	-0.4	1371	i	54	6	707	/	/	/	0.14	1096
CCCSc1ncccc1C(=O)O	-2%	/	-0.16	-0.2	-0.11	0.71	/	/	-2.1	1159	i	35	4	716	/	/	/	-0.13	1523
c1ccc(-c2nc(N3CCOCC3)c3ccccc3n2)nc1	-6%	-0.1%	-1.1	-0.19	-0.57	1.7	i	-2	5.5	1000	i	32	0	818	1.8	5.0	5.6	-0.38	1124
C=CCOn1c(C)c(C(C)=O)c2c3no[n+]([O-])c3ccc21	0%	-0.5%	1.6	-0.23	0.79	0.38	i	6	/	/	i	26	-23	695	1.8	1.7	6.0	/	/
CC(C)c1ccc(/C=C2\CC/C(=C\C=N\N(C)C)C2=O)cc1	-12%	0.2%	-0.15	-0.037	0.13	0.017	i	-7	/	/	i	48	0	818	1.5	1.6	8.1	2.5	872
CN(c1ccccc1C(=O)NCC1CCCO1)S(C)(=O)=O (stereo unspecified)	-9%	-1.0%	1.9	-0.22	1.5	-1.8	i	-2	-2.6	1131	i	20	-7	679	1.9	0.1	19	-0.01	1961
O=S(=O)(NCc1ccco1)c1ccc(S(=O)(=O)N2CCCCC2)cc1	3%	-1.9%	-1.3	-0.27	-0.89	1.3	i	-1	3.1	537	/	/	-21	710	4.5	1.9	5.3	/	/
Nc1ncc(-c2cc3ccccc3oc2=O)s1	21%	-2.2%	0.53	-0.24	0.69	-0.75	i	-7	/	/	i	20	/	/	5.8	2.4	5.0	/	/
O=C(/C=C/c1ccc(S(=O)(=O)N2CCOCC2)cc1)OCC(=O)c1ccc([N+](=O)[O-])cc1	-3%	/	0.15	0.076	0.95	-1.1	/	/	0.9	1385	i	37	-3	614	/	/	/	0.66	993
Cc1cccc(C(=O)N2CCCN(C(=O)c3cccc(C)c3)CC2)c1	14%	-2.2%	-0.097	-0.31	0.14	0.56	i	0	-4.2	1063	i	25	6	812	1.8	2.3	6.2	/	/
Cc1ccc(NC(=O)CCS(=O)(=O)c2ccccc2)cc1S(=O)(=O)N1CCOCC1	0%	-1.1%	-0.62	-0.21	-0.45	0.81	i	-6	-2.4	1186	i	44	1	651	2.2	1.8	12	0.04	1549
COc1cccc(-c2ccc(=O)n(CC(=O)Nc3ccc(S(=O)(=O)NCC(C)C)cc3)n2)c1	/	1.3%	0.27	-0.16	0.68	-0.4	i	1	0.6	978	i	44	29	697	1.6	1.2	6.4	0.14	1486
O=C(COC(=O)CSc1ccc2ccccc2c1Br)NC1CC1	5%	-0.7%	0.97	-0.34	0.48	-1.4	i	-2	5.2	1013	i	56	-11	691	1.3	1.7	4.4	0.86	1279
Cc1ccc(S(=O)(=O)Nc2ccnc3ccccc23)cc1	-3%	-0.5%	-0.13	-0.19	-0.16	0.19	i	-4	-3.3	1164	i	22	7	826	1.5	1.4	6.3	/	/
O=C(CN1CCN(c2ccccc2)CC1)Nc1ccc2c(c1)CCC2	3%	-2.1%	0.73	-0.2	0.77	-1.2	i	-9	-3.4	541	i	34	-2	670	1.1	1.1	0.6	-0.04	1483
CCN(CC)S(=O)(=O)c1cccc(-c2nnc(SCC(=O)NC)n2N)c1	-5%	-1.8%	0.012	-0.27	0.13	-0.064	i	1	-1.9	1061	i	55	2	361	2.1	2.2	6.1	1.6	1104
Cn1c(SCC(=O)c2ccc3c(c2)Cc2ccccc2-3)nnc1-c1cccc(N)c1	-17%	-3.0%	-0.71	-0.33	-0.54	1.1	i	-19	1.8	1026	i	45	18	709	2.3	3.3	7.3	0.99	1314
CC1(C)Cc2c(sc(/N=C/N3CCCCCC3)c2C#N)C(C)(C)N1	12%	-3.5%	-1.9	-0.36	-0.9	1.8	i	8	0.8	1091	i	58	14	654	4.2	0.3	2.6	-0.56	1376
CS(=O)(=O)c1ccc(Sc2nc3ccccc3s2)c([N+](=O)[O-])c1	2%	-1.8%	2.2	0.027	1.6	-1.5	i	15	0.4	1118	i	42	8	660	4.1	2.7	4.4	-0.65	1523
OC(CNCC1CCCO1)Cn1c2ccccc2c2ccccc21 (stereo unspecified)	0%	-5.1%	0.95	-0.28	0.65	-0.78	i	1	-3.4	997	i	55	/	/	3.4	1.4	9.8	-0.68	1332
CCN(CC)c1ccc(NC(=O)c2ccco2)cc1	11%	-2.7%	-0.76	-0.19	-0.22	0.5	i	-8	-0.1	1106	i	36	/	/	3.3	2.2	1.0	/	/

Of the compounds above, these have an aryl methoxy group:
SMILES	Salmonella PhoP GFP	CSM14.1 death rescue	Dynein cargo inh	Dynein cargo inh cytoplasmic EGFP	Dynein cargo inh nuclear GR-EGFP	Dynein cargo inh cell count	Autophagy HCS	Autophagy HCS cell loss 18 h	b-catenin transl	b-catenin transl cell count 5 µM	T cell modulator	T cell modulator vesicle-bound %	Lipid droplet	Lipid droplet cells 6.5 µM	MT stabilizer	MT stabilizer Hoechst-high %	MT stabilizer cytotoxicity %	Ins promoter up	Ins promoter up cell count
COc1ccc([N+](=O)[O-])cc1NC(=O)CCN1CCN(CCO)CC1	-3%	-1.5%	1.4	-0.16	0.81	-1.9	i	5	1.7	563	i	30	6	659	1.5	2.4	3.5	-0.07	1349
COc1cccc(-c2ccc(=O)n(CC(=O)Nc3ccc(S(=O)(=O)NCC(C)C)cc3)n2)c1	/	1.3%	0.27	-0.16	0.68	-0.4	i	1	0.6	978	i	44	29	697	1.6	1.2	6.4	0.14	1486
